MITF TRPM1 inh – inhibitors of MITF-dependent TRPM1 promoter reporter, primary screen, cell-based, SK-MEL-5, single point, luciferase; SK-MEL-5 TRPM1 promoter luciferase, 24 h; 330,000 compounds, 0.83% hits; inhibition, % at 12.5 µM; AID 488899, 2010;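 active = mean inhibition across replicates of 60% or more, whatever share of single replicates reaches that level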; note: values of inactives mirror those of a sister screen read the other way
Shn3 3UTR inh – reduction of Shn3 3'UTR firefly luciferase signal, primary screen, Schnurri-3 inhibitor project, cell-based, Clone20 osteoblasts, set 2; Clone20 osteoblast Shn3 3'UTR firefly luciferase, 24 h; inhibition, % at 12.5 µM; 360,000 compounds, 0.52% hits; AID 588674, 2011;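 active = mean inhibition of at least 75% with every replicate also reaching 75%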;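 note: 0% = median of neutral control wells and 100% = pilot-screen positive control compound; some compounds past the cut are filed as inactive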
HIF-2a block – HIF-2a reporter inhibitors, primary screen, luminescence, 786-0 RCC cells. 786-0 RCC cells HIF-2a reporter, luciferase luminescence, overnight. inhibition, % at 18.8 µM. 360,000 compounds, 0.72% hits. AID 624352, 2012;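 active = inhibition of the luminescence signal of 40% or more relative to plate controls, in a single-dose primary screen at 18.75 µM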
NR2E3 ag-1 – NR2E3 agonists in two-hybrid cells, primary screen, cell-based, luminescence, CHO-S, Gal4-NCOR/VP16-NR2E3; Photoreceptor-specific nuclear receptor (Homo sapiens), Q9Y5X4; luciferase; inhibition of corepressor binding, % at 3.98 µM; 360,000 compounds, 0.35% hits; AID 602229, 2012;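 active = inhibition above the mean of all tested compounds plus 3 SD, cut at about 70% in these data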;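 note: 0% = DMSO with NR2E3 transfected cells and 100% = cells lacking NR2E3 construct; higher means lower luciferase signal from less NR2E3 corepressor binding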
Target sequence (Q9Y5X4 whole entry, looked up, the tested form may be a part): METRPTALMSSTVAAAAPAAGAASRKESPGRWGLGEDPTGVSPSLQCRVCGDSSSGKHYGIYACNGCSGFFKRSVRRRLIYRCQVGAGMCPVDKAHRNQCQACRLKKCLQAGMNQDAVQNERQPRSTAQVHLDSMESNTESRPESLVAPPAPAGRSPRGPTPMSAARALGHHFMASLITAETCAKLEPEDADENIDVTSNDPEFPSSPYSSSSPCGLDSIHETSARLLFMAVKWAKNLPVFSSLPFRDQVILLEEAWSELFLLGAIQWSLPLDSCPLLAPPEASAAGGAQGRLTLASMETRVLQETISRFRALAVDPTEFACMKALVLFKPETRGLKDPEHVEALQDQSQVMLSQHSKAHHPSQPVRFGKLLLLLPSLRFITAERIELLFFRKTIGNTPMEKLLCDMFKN
Vif imaging – HIV Vif self-association inhibitors, primary screen, imaging, HEK293T, single point; HEK293T cells, Vif self-association by quenched fluorescence, 24 h; inhibition, % at 7.49 µM; 340,000 compounds, 0.35% hits; in the data active = inhibition above about 50%, passing the limit was not always enough; note: some results filed as inactive read as strong as hits
Peg3 prom inh – Peg3 promoter-driven luciferase inhibitors, primary screen, cell-based, HeLa, luciferase luminescence; HeLa PEG-Prom luciferase reporter, overnight; inhibition, % at 20 µM; 360,000 compounds, 1.7% hits; AID 588405, 2011;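 active = inhibition of at least 50% at 20 µM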
CaV13 FRET inh – Disruptors of the CACNA1D IQ motif to Ca2+-dependent inactivation inhibitor domain association, primary screening, Förster resonance energy transfer in intact living … | HEK cells, CFP/YFP FRET ICDI-IQ, plate reader, 10 min; percent FRET-ratio fall versus neutral wells | inhibition, % at 12.3 µM | 340,000 compounds, 0.098% hits | AID 743397;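 active = mean replicate inhibition of at least 30% and at least 1% of replicates passing that level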;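 note: 0% = median of the neutral control wells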
NR2E3 ag-2 – inhibitors of NR2E3-RetCOR corepressor binding, primary screen, NR2E3 agonist project, biochemical, TR-FRET, GST-NR2E3, biotin-RetCOR; 320,000 compounds, 0.12% hits; Photoreceptor-specific nuclear receptor (Homo sapiens), Q9Y5X4; 1536-well; AID 2300, 2010; inhibition of corepressor binding, % at 4.78 µM;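 active = percent inhibition above the cutoff of mean plus 3 SD of all tested compounds, set per screening campaign, cut at about 20% in these data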;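 note: 0% = DMSO wells and 100% = biotin wells as full block of FRET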
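Test system: GST-NR2E3 and biotin-RetCOR proteins | Quantity: 1.35 nM GST-tagged NR2E3 final | Medium: Tris pH 7.5 | Also added: 7 nM biotin-RetCOR | Dosing: Compound at 4.8 µM, single dose | Timing: 5 h at 4 °C | Detection: Time-resolved FRET | Read-out basis: Percent inhibition | Benchmarks: Biotin wells as high control, 0.6% DMSO wells as low control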
KKLEB cytotox – cytotoxicity in KKLEB CF airway cells, primary screen, cytotoxicity control for CF NF-kB inhibitor project, cell-based, uHTS, fluorescence assay plates. activity change (cytotoxicity), % at 5 µM. KKLEB CF airway cells viability, ATPlite luminescence, overnight; stronger effect = lower value; cells stimulated with P. aeruginosa culture filtrate. 360,000 compounds, 0.36% hits. AID 602141, 2011;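 active = corrected activity change at or below -50% at 5 µM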
PDI turbidity – inhibitors of human PDI, primary screen, biochemical, turbidity, single point, plate reader; Protein disulfide-isomerase (Homo sapiens), P07237; PDI insulin aggregation turbidity, A650, 90 min; inhibition, % at 10 µM; 350,000 compounds, 0.052% hits; AID 588391, 2011;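 active = mean inhibition across replicates of 30% or more, whatever share of single replicates reach that level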;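 note: absorbance from insulin aggregation driven by PDI reduction with DTT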
Target sequence (P07237 whole entry, looked up): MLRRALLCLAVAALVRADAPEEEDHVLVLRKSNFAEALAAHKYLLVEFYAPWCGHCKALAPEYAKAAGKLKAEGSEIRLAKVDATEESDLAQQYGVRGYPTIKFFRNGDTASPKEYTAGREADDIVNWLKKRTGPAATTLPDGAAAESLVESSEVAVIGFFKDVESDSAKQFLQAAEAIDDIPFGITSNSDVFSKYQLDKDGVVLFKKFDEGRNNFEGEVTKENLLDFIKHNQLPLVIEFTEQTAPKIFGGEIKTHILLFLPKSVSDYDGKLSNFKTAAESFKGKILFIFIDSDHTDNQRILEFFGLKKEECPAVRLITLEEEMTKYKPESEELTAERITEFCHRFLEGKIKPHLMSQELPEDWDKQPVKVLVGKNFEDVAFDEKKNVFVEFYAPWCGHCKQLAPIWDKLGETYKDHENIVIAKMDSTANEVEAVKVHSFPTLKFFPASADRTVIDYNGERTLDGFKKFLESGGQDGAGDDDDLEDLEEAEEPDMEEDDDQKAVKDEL
CF NFkB block – inhibitors of PAF-induced NF-kB signaling, primary screen, cell-based, GFP fluorescence, uHTS | KKLEB NF-kB-GFP reporter, GFP fluorescence overnight | inhibition, % at 5 µM | 360,000 compounds, 0.86% hits;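 active = at least 50% inhibition at 5 µM, scaled per plate between neutral and stimulator controls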;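 note: PAF is a Pseudomonas aeruginosa culture filtrate used as stimulus; plate controls were PAF-stimulated DMSO wells for no effect and unstimulated DMSO wells for full effect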
Active calls of the source: *; x = no result given.

SMILES | MITF TRPM1 inh | Shn3 3UTR inh | HIF-2a block | NR2E3 ag-1 | Vif imaging | Peg3 prom inh | CaV13 FRET inh | NR2E3 ag-2 | KKLEB cytotox | PDI turbidity | CF NFkB block
O=C(N/N=C/c1cc2cc3c(cc2nc1Cl)OCCO3)c1ccccc1O | 4 | -10 | -14 | 5 | -2 | -39 | -3 | -1 | 9 | -5 | 6
O=C(NNC(=O)C1CCN(Cc2ccccc2)CC1)c1cccc(Cl)c1 | 2 | 20 | 14 | -21 | x | 11 | -2 | -2 | -1 | -4 | 8
CC(=O)Nc1cc(NC(C)=O)cc(-c2nc3ccccc3[nH]2)c1 | 4 | 12 | 16 | -9 | 13 | 3 | -7 | -2 | 4 | -3 | 7
CC(=O)C1=C(C)NC(SCC(=O)c2cc(Cl)ccc2Cl)=C(C#N)C1c1ccco1 (configuration not stated) | 13 | 81* | -3 | 5 | 5 | 27 | -16 | -3 | -15 | -2 | 8
CCOC(=O)CSc1ncc(OC)c(Sc2ccc(OC)cc2)n1 | 7 | -66 | 23 | -30 | -9 | 15 | -6 | 3 | -1 | -6 | 4
CN(C)S(=O)(=O)c1cccc(C(=O)Nc2ccccc2N2CCCCC2)c1 | -8 | -6 | 2 | 10 | -8 | 14 | -6 | -1 | -2 | -12 | 3
Cc1c(Cl)c([N+](=O)[O-])nn1CCCC(=O)NC(C)c1ccccc1 (configuration not stated) | 0 | -12 | 18 | -22 | -7 | 20 | -3 | -1 | -15 | 6 | 12
CCN(CC)C(=O)Cn1cc(S(=O)(=O)CC(=O)Nc2ccc(F)cc2F)c2ccccc21 | -10 | 7 | -8 | 35 | x | 6 | -3 | 3 | 8 | -8 | -29
Cc1cccc(N2CCN(Cc3ccc([N+](=O)[O-])o3)CC2)c1C | -2 | 12 | -6 | -18 | 1 | 9 | -20 | 2 | -4 | 5 | 12
COCCCNCC(O)COc1cccc2[nH]c(C)cc12 (configuration not stated) | 4 | 6 | 12 | -4 | -1 | 4 | -6 | 4 | -4 | -8 | -10
Cc1ccc(S(=O)(=O)N2CCC(C(=O)NCCCN3CCOCC3)CC2)cc1C | -1 | 11 | 15 | 10 | x | 20 | -5 | 3 | -2 | -7 | -17
Cc1cc(C(=O)COc2ccccc2C(N)=O)c(C)n1C | -7 | -1 | -70 | -29 | 6 | -46 | 6 | 4 | 11 | 1 | -14
CCCCS(=O)(=O)/C=C\C=C/S(=O)(=O)CCCC | 104* | 96* | 93* | 69 | 1 | 102* | x | -1 | -71* | 0 | 84*
CS(=O)(=O)Nc1ccccc1C(=O)NC1CC2CCC1C2 (configuration not stated) | 1 | -12 | 14 | 17 | 1 | -6 | -6 | 3 | -5 | 18 | 3
O=C1NC[C@H](Cc2ccccc2)N(CC2CCN(CCC34CC5CC(CC(C5)C3)C4)CC2)C1=O | -12 | -19 | 9 | -18 | x | 4 | x | x | -2 | 6 | 14
COc1ccc(N2CCN(S(=O)(=O)CC34CCC(CC3=O)C4(C)C)CC2)cc1 (configuration not stated) | -1 | -13 | 12 | -32 | -2 | 11 | -5 | 3 | 11 | 0 | 8
COc1ccc(S(=O)(=O)Nc2c(NC3CCCCC3)c3ccccc3oc2=O)cc1 | -21 | 10 | 5 | 13 | -6 | -2 | -5 | 1 | -3 | 2 | 14
COc1ccc(NC(=O)CSc2nncs2)cc1S(=O)(=O)N1CCCCC1 | 11 | -4 | 2 | -13 | 1 | 12 | -2 | x | -4 | -6 | 14
CCOC(=O)c1c(C=O)c(C)n(Cc2ccc(C)cc2)c1C | 14 | 16 | 7 | -10 | -5 | 26 | -4 | 0 | -31 | -1 | 24
O=S(=O)(c1ccc(S(=O)(=O)N2CCOCC2)cc1)N1CCCC1 | -4 | 2 | 24 | -18 | 14 | 14 | -5 | 3 | -1 | 1 | 6
COC(=O)c1ccc(COC(=O)[C@@H]2CC(O)CN2S(=O)(=O)c2ccccc2[N+](=O)[O-])cc1 (some centres not stated) | 11 | 1 | 11 | 39 | 1 | 2 | -5 | 3 | 1 | -1 | -8
CC(OC(=O)CCCN=C1NS(=O)(=O)c2ccccc21)C(=O)N(C)c1ccccc1 (configuration not stated) | -14 | 7 | 3 | -14 | 17 | 4 | -6 | 5 | -7 | 1 | 8
O=S(=O)(Nc1ncccc1O)c1ccc(Cl)cc1 | -7 | -4 | 4 | 2 | 1 | -1 | -6 | 1 | 11 | -2 | 0
CCOc1ccc(S(=O)(=O)N2CCC(C(=O)N3CCOCC3)CC2)cc1Cl | 9 | -21 | 4 | 7 | 4 | 21 | -6 | 3 | -1 | -26 | -2

A draw from above in order of count of non-hydrogen atoms, falling:
SMILES | MITF TRPM1 inh | Shn3 3UTR inh | HIF-2a block | NR2E3 ag-1 | Vif imaging | Peg3 prom inh | CaV13 FRET inh | NR2E3 ag-2 | KKLEB cytotox | PDI turbidity | CF NFkB block
O=C1NC[C@H](Cc2ccccc2)N(CC2CCN(CCC34CC5CC(CC(C5)C3)C4)CC2)C1=O | -12 | -19 | 9 | -18 | x | 4 | x | x | -2 | 6 | 14
COC(=O)c1ccc(COC(=O)[C@@H]2CC(O)CN2S(=O)(=O)c2ccccc2[N+](=O)[O-])cc1 (some centres not stated) | 11 | 1 | 11 | 39 | 1 | 2 | -5 | 3 | 1 | -1 | -8
CC(OC(=O)CCCN=C1NS(=O)(=O)c2ccccc21)C(=O)N(C)c1ccccc1 (configuration not stated) | -14 | 7 | 3 | -14 | 17 | 4 | -6 | 5 | -7 | 1 | 8
COc1ccc(N2CCN(S(=O)(=O)CC34CCC(CC3=O)C4(C)C)CC2)cc1 (configuration not stated) | -1 | -13 | 12 | -32 | -2 | 11 | -5 | 3 | 11 | 0 | 8
CCOc1ccc(S(=O)(=O)N2CCC(C(=O)N3CCOCC3)CC2)cc1Cl | 9 | -21 | 4 | 7 | 4 | 21 | -6 | 3 | -1 | -26 | -2
O=S(=O)(c1ccc(S(=O)(=O)N2CCOCC2)cc1)N1CCCC1 | -4 | 2 | 24 | -18 | 14 | 14 | -5 | 3 | -1 | 1 | 6
CCOC(=O)c1c(C=O)c(C)n(Cc2ccc(C)cc2)c1C | 14 | 16 | 7 | -10 | -5 | 26 | -4 | 0 | -31 | -1 | 24
CS(=O)(=O)Nc1ccccc1C(=O)NC1CC2CCC1C2 (configuration not stated) | 1 | -12 | 14 | 17 | 1 | -6 | -6 | 3 | -5 | 18 | 3
CCCCS(=O)(=O)/C=C\C=C/S(=O)(=O)CCCC | 104* | 96* | 93* | 69 | 1 | 102* | x | -1 | -71* | 0 | 84*

Remaining list, next part.
SMILES | MITF TRPM1 inh | Shn3 3UTR inh | HIF-2a block | NR2E3 ag-1 | Vif imaging | Peg3 prom inh | CaV13 FRET inh | NR2E3 ag-2 | KKLEB cytotox | PDI turbidity | CF NFkB block
Cc1nc(-c2ccc([N+](=O)[O-])cc2)sc1C(=O)O | -2 | 32 | -75 | -22 | 7 | -58 | -4 | 2 | -1 | -6 | -23
Nc1ccccc1-c1nnc(-c2ccccc2N)n1N | 12 | -20 | -158 | -22 | 4 | 5 | -2 | 1 | -2 | -3 | -6
Cc1cc(C(=O)Cn2cc([N+](=O)[O-])ccc2=O)c(C)n1CC1CCCO1 (configuration not stated) | -1 | -12 | -10 | -3 | -2 | -14 | -7 | x | 11 | 0 | -33
CSC1=NCCN1S(=O)(=O)c1ccc(Cl)cc1 | 2 | 14 | 4 | -21 | 0 | 13 | -1 | 5 | 2 | 9 | 15
CC1CCCC(C)N1C(=O)c1ccc2c(c1)S(=O)(=O)c1ccccc1C2=O (configuration not stated) | -2 | 10 | 12 | -1 | 11 | 19 | -3 | 4 | 4 | -6 | 10
Cn1ncc2c(NNC(=O)c3ccc(O)cc3)ncnc21 | 4 | 8 | 12 | -6 | -1 | 2 | -4 | 1 | -25 | 3 | 16
CC1CCN(C(=O)CCN2C(=O)/C(=C/c3cccs3)SC2=S)CC1 | 12 | 45 | 23 | -18 | 5 | 94* | -2 | 0 | -9 | -7 | 15
COc1cc(-c2nc(CN3CCN(c4ncccn4)CC3)c(C)o2)ccc1F | 7 | 22 | 7 | 0 | 7 | 21 | -3 | 4 | -3 | -5 | -6
CN1C[C@@H]2[C@@H]3C(=O)N(C)C(=O)[C@@H]3[C@](Cc3ccccc3)(C1=O)N2C(=O)c1ccc(Cl)cc1 | 8 | -42 | 17 | -25 | -1 | -2 | -10 | x | 8 | 25 | 1
COc1ccc(Br)c2oc(S)cc(=O)c12 | x | -2 | 8 | -9 | -3 | 6 | -6 | 0 | -3 | 0 | -12
COc1ccc(NC(=O)CSc2nnc(-c3cccnc3)n2C)cc1 | 6 | 5 | 15 | -4 | -5 | 3 | -5 | -1 | -5 | -6 | -3
Cc1cc(C)cc(OCC(=O)NC(C)c2ccccc2)c1 (configuration not stated) | 2 | 8 | 15 | -36 | 4 | -6 | -5 | 0 | -2 | -4 | -10
Fc1ccc(Nc2ncnc3sc4c(c23)CCC4)cc1F | 1 | -13 | 6 | 4 | 10 | 19 | -5 | 2 | 16 | -4 | 8
Cc1ccc(S(=O)(=O)N2CCCCC2)cc1NC(=O)COC(=O)c1ccc2c(c1)OCO2 | 1 | 2 | 15 | -10 | 12 | 3 | -17 | 0 | 10 | -7 | 9
O=C(Nc1cccnc1)C1Cc2c(-c3ccc4c(c3)OCO4)ccnc2O1 (configuration not stated) | x | 43 | 19 | 15 | -14 | 30 | -13 | x | 8 | -7 | -2
